# Screening results from PubChem BioAssay.
# IDE exosite inh – insulin-degrading enzyme (human) exo-site inhibition; P14735; purified IDE, FL-6b probe fluorescence polarization; active compounds read low; z-score at 20 µM; 17,000 tested, 6.3% active;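 active = z-score of -3 or lower, meaning strong loss of probe binding signal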;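 note: His-tagged human IDE residues 42-1019 made in E. coli with 30 nM FL-6b probe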
# Target sequence (P14735 42-1019 limits assumed): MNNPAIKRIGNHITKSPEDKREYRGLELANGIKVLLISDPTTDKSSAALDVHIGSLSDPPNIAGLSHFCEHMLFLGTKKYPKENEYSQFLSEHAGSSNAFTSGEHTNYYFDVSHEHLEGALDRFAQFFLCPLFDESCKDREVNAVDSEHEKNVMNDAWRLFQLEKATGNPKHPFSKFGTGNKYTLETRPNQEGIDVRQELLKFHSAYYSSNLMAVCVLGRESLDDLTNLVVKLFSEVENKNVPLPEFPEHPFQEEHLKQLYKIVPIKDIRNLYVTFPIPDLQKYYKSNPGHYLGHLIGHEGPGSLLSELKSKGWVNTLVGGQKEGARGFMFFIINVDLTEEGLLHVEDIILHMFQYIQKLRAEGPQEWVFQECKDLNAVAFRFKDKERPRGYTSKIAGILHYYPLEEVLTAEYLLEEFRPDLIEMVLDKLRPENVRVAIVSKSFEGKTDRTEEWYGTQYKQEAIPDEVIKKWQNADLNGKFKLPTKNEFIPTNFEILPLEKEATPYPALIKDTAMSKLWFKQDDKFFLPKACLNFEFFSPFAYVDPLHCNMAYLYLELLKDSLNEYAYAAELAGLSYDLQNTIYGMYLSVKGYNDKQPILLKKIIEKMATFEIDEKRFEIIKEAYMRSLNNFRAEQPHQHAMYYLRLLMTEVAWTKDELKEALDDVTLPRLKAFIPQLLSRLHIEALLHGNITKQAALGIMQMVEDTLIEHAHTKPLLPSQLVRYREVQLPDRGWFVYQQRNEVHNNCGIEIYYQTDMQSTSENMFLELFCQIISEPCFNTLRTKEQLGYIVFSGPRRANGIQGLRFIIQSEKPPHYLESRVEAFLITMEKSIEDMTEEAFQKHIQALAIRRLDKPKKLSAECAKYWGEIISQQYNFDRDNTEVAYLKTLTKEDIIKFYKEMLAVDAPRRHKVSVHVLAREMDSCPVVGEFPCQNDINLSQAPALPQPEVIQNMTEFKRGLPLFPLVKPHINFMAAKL
# Active calls of the source: *; & = joins results of further samples. Only part of the results is shown. The share of hits here may be higher or lower than overall.
compound,IDE exosite inh
COc1ccc(S(=O)(=O)Nc2ccc3c(c2)C(=O)N([C@H](C)CO)C[C@H](C)[C@H](CN(C)C(=O)Nc2c(C)noc2C)OCCCC[C@H](C)O3)cc1,0.82
CCCNC(=O)N1C[C@H](O)COC[C@H]2O[C@H](CC(=O)OC)CC[C@@H]21,0.9
COc1ccc(C#Cc2ccc([C@@H]3[C@H](CO)N4CCCCN(Cc5ccccc5F)C[C@@H]34)cc2)cc1,4.6
O=C(Nc1ccc(F)cc1)N1CC(=O)N2[C@H](C1)[C@H](c1ccc(Br)cc1)[C@@H]2CO,-0.64
O=C(Nc1cc(F)ccc1F)N1CCCCN2[C@@H](CO)[C@@H](c3ccc(-c4cccnc4)cc3)[C@@H]2C1,-1
CN(C)CC(=O)Nc1ccc2c(c1)C(=O)N(C)[C@H]1CC[C@H](CC(=O)Nc3cccc(Cl)c3)O[C@@H]1CO2,-1.3
CCCC(=O)Nc1ccc2c(c1)C(=O)N(C)C[C@H](OC)[C@H](C)CN(C(=O)c1ccccn1)[C@@H](C)CO2,2.2
COCC(=O)N1CCCCN2[C@H](CO)[C@@H](c3ccc(-c4cccc(C)c4)cc3)[C@H]2C1,-0.66
CCC(=O)N1[C@H](CN(C)C(C)=O)[C@@H](c2ccc(-c3ccc(F)cc3)cc2)[C@@H]1CO,2.2
Cc1ccccc1-c1ccc([C@H]2[C@@H](CO)N3CCCCN(S(=O)(=O)c4ccc(F)cc4)C[C@H]23)cc1,-0.86
O=C(Nc1cc(F)ccc1F)N1CCCCN2[C@H](C1)[C@@H](c1ccc(-c3cccnc3)cc1)[C@@H]2CO,-1.8
O=C1CCC(=O)N[C@H](c2ccc3c(c2)OCO3)C/C=C\CCN1,0.6
C[C@H]1CN([C@@H](C)CO)C(=O)c2c(c3ccccc3n2C)-c2ccccc2CO[C@H]1CN(C)C(=O)Nc1ccc2c(c1)OCO2,-0.0079
OC[C@H]1[C@@H](c2ccc(-c3ccccc3)cc2)[C@@H]2CN(Cc3ccccn3)CCCCN12,1.3
COc1ccc(C#Cc2ccc([C@@H]3[C@H](CO)N4CCCCN(C(=O)Nc5ccc(F)cc5)C[C@@H]34)cc2)cc1,1.6
CC(C)C#Cc1ccc([C@@H]2[C@@H](CO)N3C(=O)CN(C(=O)Cc4cccnc4)C[C@H]23)cc1,4.9
CCN(C[C@@H]1[C@H](c2ccccc2)[C@H](CO)N1C(C)=O)C(=O)c1ccccn1,2.3
CC(C)NC(=O)N1Cc2cc(C(=O)NC3Cc4ccccc4C3)nc(-c3cccc(-c4cccnc4)c3)c2[C@@H]1CCO,-0.28
N#Cc1ccc(-c2ccc(C3[C@@H]4CN(C(=O)c5ccccn5)C[C@H]3N4)cc2)cc1 (some centres undefined),2.8&3.6
C/C=C/c1ccc2c(c1)O[C@H](CN(C)C(=O)Nc1ccc(OC)cc1)[C@@H](C)CN([C@@H](C)CO)S2(=O)=O,0.58
O=C(C[C@@H]1CC[C@@H]2[C@H](COC[C@H](O)CN2Cc2nccs2)O1)N1CCC(Cc2ccccc2)CC1,-2.2
O=C(CN1CCOCC1)N1CCCCN2[C@@H](CO)[C@@H](c3ccc(C#Cc4ccccc4F)cc3)[C@@H]2C1,-4.6*
CO[C@H]1CC[C@H]2CCOc3ccc(C#N)cc3C(=O)N(C)[C@@H](C)C(=O)N(C)C[C@H]1O2,2.1
CN1C(=O)c2cc(NC(=O)C3CCOCC3)ccc2OC[C@@H]2O[C@H](CC(=O)NCCc3ccncc3)CC[C@@H]21,-1.2
O=C(Nc1cccc(F)c1)N1CCCCN2[C@H](CO)[C@H](c3ccc(C#Cc4ccccc4)cc3)[C@H]2C1,-1

# Gathered by group, the entries above containing a cyano group (two)
compound,IDE exosite inh
N#Cc1ccc(-c2ccc(C3[C@@H]4CN(C(=O)c5ccccn5)C[C@H]3N4)cc2)cc1 (some centres undefined),2.8&3.6
CO[C@H]1CC[C@H]2CCOc3ccc(C#N)cc3C(=O)N(C)[C@@H](C)C(=O)N(C)C[C@H]1O2,2.1

# Continued:
compound,IDE exosite inh
O=C(Nc1cccc(F)c1)N1CC(=O)N2[C@H](CO)[C@@H](c3ccc(Br)cc3)[C@H]2C1,1.4
CCCNC(=O)[C@H]1[C@H](CO)[C@H]2Cn3c(cccc3=O)[C@@H]1N2CCC(F)(F)F,2.3
OC[C@@H]1[C@@H](c2ccc(C#Cc3cccnc3)cc2)[C@@H]2CN(Cc3ccccc3F)CCCCN12,-0.035
O=C(C1CCOCC1)N1CC(=O)N2[C@@H](CO)[C@H](c3ccc(C4=CCCC4)cc3)[C@@H]2C1,1.1
COc1ccc2c3c(n(C)c2c1)[C@@H](CO)N(S(=O)(=O)c1cn(C)cn1)CC31CCN(C)CC1,-0.19
CNC(=O)C[C@@H]1CC[C@@H]2[C@H](COc3ccc(NC(=O)c4ccccc4F)cc3C(=O)N2C)O1,-0.21
CN(C)C(=O)c1cccc(-c2ccccc2[C@H]2[C@@H](C#N)N(C(=O)C3CCC3)[C@@H]2CO)c1,1.3
O=C(C[C@H]1C[C@H]2c3cc(NC(=O)Nc4ccccc4F)ccc3O[C@H]2[C@H](CO)O1)NCc1ccccn1,-0.15
CNC[C@H]1OCc2ccccc2-c2ccccc2C(=O)N([C@H](C)CO)C[C@H]1C,0.64
CCC(=O)N1CC(=O)N2[C@H](C1)[C@H](c1ccc(C#CC3CCCC3)cc1)[C@@H]2CO,0.68
CN1C(=O)c2cc(NC(=O)c3cccc(C(F)(F)F)c3)ccc2OC[C@H]2O[C@H](CC(=O)NCCN3CCCC3)CC[C@H]21,-0.71
COc1ccc(S(=O)(=O)N2CCCCN3[C@@H](CO)[C@H](c4ccc(C#CC(C)C)cc4)[C@@H]3C2)cc1,4.1
O=C(Nc1ccccc1F)N1CCCCN2[C@H](CO)[C@@H](c3ccc(C#Cc4ccccc4)cc3)[C@@H]2C1,-0.69
COc1ccc2c3c(n(C)c2c1)[C@H](CO)NCC31CN(Cc2ccc(-c3ccccn3)cc2)C1,-0.87
CCc1cnc(N2[C@H](C#N)[C@@H](c3ccc(C4=CCCCC4)cc3)[C@H]2CO)s1,-1.1
OC[C@@H]1[C@@H](c2ccc(-c3cccnc3)cc2)[C@@H]2CN(CC3CC3)CCCCN12,1.1
COc1ccc2c3c([nH]c2c1)[C@@H](CO)N(C)CC31CCN(C(=O)c2ccccc2F)CC1,-1.6
CN(C)C(=O)c1cccc(-c2ccc([C@@H]3[C@@H](C#N)N(C(=O)C4CCC4)[C@H]3CO)cc2)c1,-0.093
COCC(=O)N(C)C[C@@H]1[C@H](c2ccc(-c3cccnc3)cc2)[C@@H](CO)N1C(C)=O,3.7
CN1c2ccc(-c3ccc(F)cc3)cc2[C@@H]2[C@@H](CCN2C(=O)Cc2cccnc2)[C@H]1CO,1.8
O=S(=O)(c1ccccc1F)N1C[C@@H]2N[C@H](C1)C2c1ccc(-c2cncnc2)cc1 (some centres undefined),1.6
N#C[C@@H]1[C@@H](c2ccccc2)[C@@H](CO)N1C(=O)Cc1ccccn1,1.3
Cc1ccc(-c2ccc([C@H]3[C@@H](CO)N4C(=O)CN(C(=O)Nc5ccc(F)cc5)C[C@H]34)cc2)cc1,1.6
N#C[C@H]1[C@@H](c2ccc(-c3ccccc3)cc2)[C@@H](CO)N1C(=O)Cc1ccccc1,-1.2
C[C@H](NC(=O)C[C@H]1C[C@H]2c3cc(NS(=O)(=O)c4ccc(F)cc4)ccc3O[C@H]2[C@@H](CO)O1)c1ccccc1,0.99

# (listing goes on)
compound,IDE exosite inh
CCCN1C[C@H](C)[C@H](OC)CN(C)C(=O)c2cc(NC(=O)C3CCC3)ccc2OC[C@@H]1C,-0.26
CC(=O)N(C[C@H]1N[C@H](CO)[C@H]1c1ccc(-c2ccccc2)cc1)C(C)C,5.1
CCCC#Cc1ccc([C@H]2[C@@H](CO)N3CCCCN(S(=O)(=O)Cc4ccccc4)C[C@@H]23)cc1,2.2
O=C(c1ccc(F)cc1)N1CCCCN2[C@H](CO)[C@@H](c3ccc(C#CC4(O)CCCC4)cc3)[C@H]2C1,2.5
CC(C)NC(=O)N1CCCCN2[C@H](C1)[C@H](c1ccc(C#Cc3ccccc3F)cc1)[C@@H]2CO,-9.6*
CCS(=O)(=O)N1CC(=O)N2[C@H](CO)[C@@H](c3ccc(C#Cc4cccc(F)c4)cc3)[C@@H]2C1,1.5
O=C1CCCCn2nncc2COC[C@@H](Cc2ccccc2)N1,0.1
C/C=C/c1ccc2c(c1)O[C@@H](CN(C)C(=O)Nc1ccc(OC)cc1)[C@@H](C)CN([C@@H](C)CO)S2(=O)=O,-2.3
O=C(c1ccc2c(c1)OCO2)N1CC(=O)N2[C@H](CO)[C@@H](c3ccc(C#Cc4ccccc4)cc3)[C@H]2C1,2.9
O=C(C[C@@H]1C[C@@H]2c3cc(NC(=O)C4CCC4)ccc3O[C@@H]2[C@@H](CO)O1)NC1CCCC1,-1.1
COc1ccc2c3c([nH]c2c1)[C@@H](CO)N(C(C)=O)CC31CCN(Cc2cc(-c3ccccc3)on2)CC1,-0.52
CCCNC(=O)Nc1ccc2c(c1)C(=O)N(C)C[C@@H](OC)[C@@H](C)CN(C)[C@H](C)CO2,0.22
CCC(=O)N1[C@H](CO)[C@H](c2ccc(C3=CCCCC3)cc2)[C@H]1CNCC1CCC1,2
C/C=C/c1ccc([C@@H]2[C@H](CO)N3CCCCN(S(=O)(=O)c4ccc(F)cc4)C[C@@H]23)cc1,-1.1
O=C(C[C@@H]1C=C[C@@H](NC(=O)C2CCC2)[C@@H](CO)O1)NC1CCCCC1,-0.6
O=C(c1ccncc1)N1CC(=O)N2[C@H](CO)[C@H](c3ccc(-c4ccccc4F)cc3)[C@@H]2C1,0.94
CCC(=O)Nc1ccc2c(c1)C(=O)N(C)C[C@@H](OC)[C@H](C)CN(C(=O)Cc1cccnc1)[C@H](C)CO2,1.2
C[C@@H]1CN([C@H](C)CO)C(=O)c2cc(N(C)C)ccc2O[C@@H](C)CCCCO[C@H]1CN(C)C(=O)NC1CCCCC1,2.1
C[C@@H]1CCCCO[C@@H](CN(C)C(=O)NC2CCCCC2)[C@@H](C)CN([C@H](C)CO)C(=O)c2cc(N(C)C)ccc2O1,-0.19
C[C@@H]1CN([C@@H](C)CO)C(=O)CCCn2cc(nn2)CO[C@@H]1CN(C)S(=O)(=O)c1cn(C)cn1,0.13
O=C(Nc1cccc(F)c1)N1CC(=O)N2[C@H](CO)[C@@H](c3ccc(C#CCC4CCCC4)cc3)[C@@H]2C1,1.2
CN(C)CC#Cc1ccc([C@@H]2[C@H]3CN(C(=O)C4CCC4)CCCCN3[C@H]2CO)cc1,0.92
O=C(c1cccnc1)N1CC(=O)N2[C@H](CO)[C@H](c3ccc(-c4cccnc4)cc3)[C@@H]2C1,2
CCCC#Cc1ccc([C@@H]2[C@@H](CO)N3C(=O)CN(C(=O)c4ccc(F)cc4)C[C@H]23)cc1,-0.2
CCC(=O)N1CCCCN2[C@H](CO)[C@@H](c3ccc(C#Cc4cccnc4)cc3)[C@H]2C1,-2.4

# Continued, starting with the last 4 of the part before.
compound,IDE exosite inh
CN(C)CC#Cc1ccc([C@@H]2[C@H]3CN(C(=O)C4CCC4)CCCCN3[C@H]2CO)cc1,0.92
O=C(c1cccnc1)N1CC(=O)N2[C@H](CO)[C@H](c3ccc(-c4cccnc4)cc3)[C@@H]2C1,2
CCCC#Cc1ccc([C@@H]2[C@@H](CO)N3C(=O)CN(C(=O)c4ccc(F)cc4)C[C@H]23)cc1,-0.2
CCC(=O)N1CCCCN2[C@H](CO)[C@@H](c3ccc(C#Cc4cccnc4)cc3)[C@H]2C1,-2.4
CC(C)(O)C#Cc1ccc([C@H]2[C@@H](CO)N3CCCCN(C(=O)c4ccncc4)C[C@@H]23)cc1,1.8
COc1ccc(C#Cc2ccc([C@H]3[C@@H](CO)N4CCCCN(C(=O)Nc5cccc(F)c5)C[C@H]34)cc2)cc1,5.3
COc1ccc2c3c([nH]c2c1)[C@H](CO)N(C(=O)NC(C)C)CC31CN(Cc2ccc(F)cc2)C1,1.4
COc1ccccc1-c1ccc([C@H]2[C@@H](CO)N(C(=O)C3CCCCC3)[C@H]2C#N)cc1,-3.3*
O=C1CN(Cc2ccc(F)cc2)C[C@H]2[C@H](c3ccc(Br)cc3)[C@@H](CO)N12,0.93
COc1cccc(-c2ccc([C@H]3[C@H](C#N)N(C(=O)Cc4ccncc4)[C@H]3CO)cc2)c1,-2.7
O=C(c1cccc(F)c1)N1CC(=O)N2[C@@H](CO)[C@H](c3ccc(C4=CCCC4)cc3)[C@@H]2C1,1.7
OC[C@H]1[C@@H](c2ccc(C#CC3CCCC3)cc2)[C@@H]2CN(CCC(F)(F)F)CCCCN12,3.8
O=C(Nc1cc(F)ccc1F)N1CCCCN2[C@H](CO)[C@H](c3ccc(-c4ccccc4)cc3)[C@H]2C1,-0.74
CC(C)[C@H]1COCc2cn(nn2)CCC[C@H](C)C(=O)N1,1.9
O=S(=O)(c1ccccc1)N1CCCCN2[C@@H](CO)[C@@H](c3ccc(-c4ccccc4)cc3)[C@@H]2C1,-0.79
COc1cccc(S(=O)(=O)N2CCCCN3[C@H](CO)[C@@H](c4ccc(C#CC5CC5)cc4)[C@H]3C2)c1,1.2
C[C@H]1CN([C@@H](C)CO)C(=O)CCCn2nncc2CO[C@H]1CN(C)C(=O)c1cc(-c2ccccc2)on1,-0.85
O=C(c1ccc2c(c1)OCO2)N1C[C@@H]2[C@H](c3ccccc31)[C@H](CO)N2C(=O)CC1CC1,-0.29
OC[C@H]1[C@@H]2c3ccccc3NC[C@@H]2N1CC1CCOCC1,3.1
N#Cc1ccc(-c2ccc([C@@H]3[C@@H]4CN(C(=O)Nc5ccc6c(c5)OCO6)C[C@H]3N4)cc2)cc1,-0.34
CCC(=O)N1[C@H](CO)[C@H](c2ccccc2)[C@@H]1CN(CC)C(=O)c1ccccc1,2.1
